Tau FP inhib = blocks human tau fibril formation measured by polarization | K18 P301L tau heparin fibrillization, Alexa594 FP, 6 h | Potency, µM (highest dose often 57.7 µM), inactives show at the highest dose activity, negative = inhibition, actives largely listed as inhibitors | actives 0.39% (n = 280,000) | AID 1468; further: on the % scale 0 is the no-effect control and ±100 the full control effect; nearly all actives have a fitted effect of over 55% in size
Target sequence (P10636 561-689 P618L limits assumed): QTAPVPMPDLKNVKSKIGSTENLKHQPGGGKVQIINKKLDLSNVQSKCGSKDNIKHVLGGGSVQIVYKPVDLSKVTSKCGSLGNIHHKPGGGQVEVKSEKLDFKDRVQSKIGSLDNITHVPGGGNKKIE
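Human K18 P301L fragment (15 uM unlabeled plus 0.24 uM Alexa 594-labeled) in 100 mM sodium acetate pH 7 with compound, aggregation induced by 20 uM heparin for 6 hr at 37 C. ThT (30 uM) added for 1 hr, then Alexa 594 FP read.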
RECQ1 inh = inhibitors of human RECQ1 DNA helicase | P46063 | RECQ1 DNA unwinding, red fluorescence kinetic read | Potency, µM (doses to about 57.3 µM), without a hit: at the highest dose activity, negative = inhibition, actives largely listed as inhibitors | actives 0.54% (n = 240,000);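 further: plate controls were vehicle for no effect and no enzyme for full effect; nearly all actives have a fitted effect of over 30% in size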
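50 nM RECQ1T1 preincubated 15 min with compound in Tris pH 8.0 buffer with MgCl2, DTT, Tween-20 and 2.5 ug/ml poly(dI-dC); started with 200 nM TAMRA/BHQ-2 forked duplex and 2 mM ATP. Unwinding read as fluorescence (525/598 nm), two reads 2 h apart.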
Tau fluor counter = counter-screen for tau fibril formation inhibitors; tau K18 P301L Alexa594 fluorescence, heparin fibrillization; Potency, µM (series often up to 57.7 µM), for inactives: top-dose activity change, negative = decrease; actives 0.93% (n = 280,000); AID 1463; further: on the % scale 0 is the no-effect control and ±100 the full control effect; nearly all actives have a fitted effect of over 55% in size
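Human tau K18 P301L (15 uM unlabeled, 0.24 uM Alexa 594-labeled) in 100 mM sodium acetate pH 7 with 20 uM heparin, 6 hr at 37 C. ThT 30 uM added, 1 hr ambient; Alexa 594 FP and total fluorescence read at 555/632 nm.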
TRb SRC2 PPI = disrupts binding of human TR beta to SRC2 | P10828 | TRbeta-SRC2 peptide binding, fluorescence polarization; receptor liganded with 1 µM T3 | Potency, µM (titrated, usually from 106 µM), inactives show at the highest dose activity change, negative = inhibition, usual class: inhibitors | actives 0.065% (n = 280,000) | AID 1469;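 further: plate controls were bound peptide for no effect and peptide without receptor for full effect; nearly all actives have a fitted effect of over 50% in size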
Target sequence (P10828 whole entry, looked up): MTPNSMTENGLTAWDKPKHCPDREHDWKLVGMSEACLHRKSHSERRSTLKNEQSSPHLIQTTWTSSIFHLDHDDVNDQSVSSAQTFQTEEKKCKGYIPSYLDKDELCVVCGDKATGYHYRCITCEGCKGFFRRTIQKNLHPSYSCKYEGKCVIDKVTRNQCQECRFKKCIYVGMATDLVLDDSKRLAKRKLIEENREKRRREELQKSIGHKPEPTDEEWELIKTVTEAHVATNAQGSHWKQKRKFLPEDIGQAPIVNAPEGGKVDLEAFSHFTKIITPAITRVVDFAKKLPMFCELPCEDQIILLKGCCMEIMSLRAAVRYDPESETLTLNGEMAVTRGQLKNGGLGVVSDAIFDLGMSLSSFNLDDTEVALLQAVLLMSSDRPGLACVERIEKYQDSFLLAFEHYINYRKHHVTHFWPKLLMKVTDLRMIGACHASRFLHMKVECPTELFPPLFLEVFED
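Human TRb ligand-binding domain (0.6 uM) is mixed with 20 nM Texas Red SRC2 peptide and 1 uM T3; after compound addition and 5 hr at ambient temperature, polarization is measured and normalized to unbound and bound controls.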
L3MBTL1 inh = inhibitors of human L3MBTL1. Q9Y468. AlphaScreen L3MBTL1–H3K9me1 peptide binding. Potency, µM (titrated, usually from 57.1 µM), for inactives: at the top dose activity, negative = inhibition, usual class: inhibitors. actives 0.66% (n = 230,000). AID 485360; further: on the % scale 0 is the no-effect control and ±100 the full control effect; nearly all actives have a fitted effect of over 60% in size
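L3MBTL1 50 nM + b-AHA-H3(1-15)K9me1 75 nM, 30 min RT; compound added, 30 min RT; streptavidin donor/Ni-chelate acceptor beads 10 ug/mL each final, 30 min RT dark; AlphaScreen read.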
TexasRed fluor = counter-screen for TRb-SRC2 inhibitors: fluorescence interference | AID 1479 | TRb/SRC2 Texas Red total fluorescence interference | actives 0.29% (n = 280,000) | Potency, µM (series often up to 106 µM), for inactives: at the highest dose fluorescence change, negative = quenching; active means well fitted curve in either direction with a large enough effect; inconclusive means small, poorly fitted or top-dose-only effect; further: on the % scale 0 is the no-effect control and ±100 the full control effect
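Flags fluorescent or light-absorbing compounds by total fluorescence, S + 2P, at 555 nm excitation and 632 nm emission. Mixture: 20 nM Texas Red SRC2 peptide, 0.6 uM human TRb LBD, 1 uM T3, 5% DMSO; compound exposure 5 h at ambient temperature.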
HTT ATP protect = protects HTT-Q103 PC12 cells, measured by ATP; AID 1471; Potency, µM (series often up to 56.4 µM), for the others: cytoprotection (ATP increase), hits mostly activators; PC12 HTT-Q103 induced, cytoprotection, ATP luminescence, 40 h; actives 0.14% (n = 230,000);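 further: % of control where 0% means no effect; nearly all actives have a fitted effect of over 45% in size; toxic huntingtin expression switched on by the ecdysone agonist tebufenozide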
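Stable PC12 Q103-GFP cells in serum-supplemented, phenol red-free DMEM; induction by tebufenozide at 100 nM final; compound dose series; cell viability quantified luminescently from ATP.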
Tau fibril ThT = tau fibrillization inhibition (ThT binding). P10636. recombinant tau K18 P301L (four-repeat tau fragment), heparin-induced fibrillization, ThT fluorescence. actives 2.1% (n = 270,000). Potency, µM (titrated, usually from 57.4 µM), without a hit: at the highest dose activity, negative = inhibition, usual class: inhibitors; further: on the % scale 0 is the no-effect control and ±100 the full control effect; nearly all actives have a fitted effect of over 55% in size
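Heparin-induced fibrillization of the P301L-mutant K18 repeat-domain fragment of human tau was followed by ThT binding in quantitative high-throughput format.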
An asterisk follows results filed as active; i = inactive; ? = inconclusive; . = no result given; & = joins results of further samples; [ ] = remark or other dose. Unless noted, the call rests on the fitted dose curve; in most records, active means well fitted curve in the direction sought with a large enough effect; inconclusive means small, poorly fitted or top-dose-only effect, or another doubt; inactive means no such curve, though single readings can be large; an effect the other way counts as inactive or inconclusive. Potency means the concentration at half of the fitted maximal effect. Some of the compounds tested, so the mix of outcomes need not match the whole.

cpd	compound	TexasRed fluor	Tau fibril ThT	TRb SRC2 PPI	HTT ATP protect	Tau FP inhib	RECQ1 inh	L3MBTL1 inh	Tau fluor counter
1	COc1cccc([C@@H]2Oc3ccc(Br)cc3C(=O)[C@H]2OC(=O)NC2CCCC2)c1	-0.8%&0.6%	-19.2%&-9.6%	1.0%&3.1%	.	-3.1%&-3.5%	-9.1%&-18.4%	3.6%	-24.9%&-20.3%
2	C/C(N)=C(/C#N)C(=O)COC(=O)c1ccccc1C(=O)c1ccc(C)cc1	-5.6%	-2.0%	-2.0%	1.4%	-3.2%	-1.7%	1.8%	-17.7%
3	COc1cccc(CNC(=O)C2CCC(CNS(=O)(=O)c3ccc(Br)s3)CC2)c1 (configuration not stated)	-1.0%	-5.5%	2.1%	.	1.1%	.	.	-18.6%
4	Cc1ccc(-n2c(SCC(=O)Nc3cccc(S(=O)(=O)NC4=NCCCCC4)c3)nc3ccccc3c2=O)cc1C	3.7%	-6.1%	-2.4%	23.3%[1.9 µM]	?	-11.7%	-6.7%	-28.5%
5	O=C(N1CCN(Cc2ccccc2)CC1)C12CC3CC(CC(C3)C1)C2	0.2%	-10.4%	-1.0%	-4.5%[10 µM]	9.9%	-16.4%	?	1.6%
6	Cc1ccc(S(=O)(=O)N2CCN(c3ccc(C(=O)N4CCOCC4)cc3[N+](=O)[O-])CC2)cc1	0.9%	-4.0%	-4.2%	3.6%[0.074 µM]	-5.3%	i	0.4%	4.9%
7	COc1cc(C)ccc1OCCSc1nc2ccc(NC(=O)c3ccc(C)cc3)cc2s1	14.8%	-4.5%	-7.1%	.	?	.	.	?
8	O=C1CN(C(=O)COc2ccc(Cl)cc2)C(c2ccccc2)c2cc(Br)ccc2N1 (configuration not stated)	-0.8%	-1.8%	0.2%	.	-8.6%	.	.	-9.5%
9	Fc1ccc(Oc2cnns2)cc1	-7.7%	6.5%	-5.9%	-24.9%	-4.0%	-4.4%	-7.1%	-0.8%
10	O=C(Nc1ccccc1)c1cccc(N2CCCS2(=O)=O)c1	-2.9%	-4.9%	1.4%	.	2.7%	.	.	-7.2%
11	CCN(CC)c1ccc(/C=N/Nc2ccc(C)cc2)c(O)c1	5.0%	25.1µM*	-14.3%	34.6%[10 µM]	-15.1%	-0.5%	?	?
12	CCOC(=O)c1c(O)c(Cl)c(C)[nH]c1=O	0.5%	-1.4%	-4.9%	-20.7%	-9.1%	i	.	-2.5%
13	CN(C)CCCn1c(-c2ccccc2)nc(=S)c2c1CCCC2	-0.2%	-1.6%	2.0%	-29.4%	5.4%	-0.6%	7.5%	0.8%
14	COc1ccc(C(CNC(=O)COc2cc(C)cc(C)c2)N2CCOCC2)cc1 (configuration not stated)	-17.1%	11.7%	-0.8%	.	10.1%	.	.	11.4%
15	CCN(CC)C(=O)C1CCCN(c2ccc([N+](=O)[O-])cc2/C=N/NC(=O)c2ccccc2)C1 (configuration not stated)	-2.4%	?	-2.0%	3.3%[10 µM]	1.7%	-2.3%	12.7%	-11.9%
16	CCOc1ccc(C(NC(=O)c2ccco2)c2ccc(OC)c(OC)c2)cc1 (configuration not stated)	2.4%	-3.5%	4.1%	-3.4%	7.5%	-13.5%	.	-7.2%
17	COc1ccccc1OCc1ccc(C(=O)Nc2ccccc2F)cc1	1.4%	-11.0%	-2.7%	-11.9%[10 µM]	-2.2%	4.2%	5.2%	-6.3%
18	CC1(C)Cc2c(c(N3CCOCC3)nc3sc4c(NCc5ccccc5)nnnc4c23)CS1	-2.9%	3.3%	-1.0%	-15.2%	-1.4%	-4.8%	.	-6.0%
19	Cc1c(Nc2ccc(C=O)cc2)c(=O)n(-c2ccccc2)n1C	-1.8%	-14.5%	-1.7%	-6.8%	2.4%	-0.2%	.	-6.2%
20	CCc1nnc(NC(=O)CCN2C(=O)c3ccccc3C2=O)s1	-2.3%	0.0%	7.0%	-22.3%[10 µM]	-1.6%	-1.5%	-12.1%	4.2%
21	COc1cc2c(cc1OC)CN(C(=O)CCN1C(=O)C3CCCCC3C1=O)CC2 (configuration not stated)	-0.2%	-1.0%	3.9%	-17.0%	5.6%	i	.	2.1%
22	O=C(CCCCCCCC(=O)NCC1CCCO1)NCC1CCCO1 (configuration not stated)	2.8%	-2.9%	3.5%	0.2%[10 µM]	6.7%	i	8.7%	4.9%
23	COC(=O)CCC(=O)OC1(C)C(=O)C=C2C=C(C3CC3)N(c3ccccc3)C=C2C1=O (configuration not stated)	-2.2%[11.2 µM]	?	7.8%[11.2 µM]	?	-0.7%[11.6 µM]	13.4%[11.5 µM]	.	-13.5%[11.6 µM]
24	COc1ccc(CC(CC(=O)O)C(=O)Nc2ccc(OC)cc2)cc1 (configuration not stated)	-0.2%	-12.3%	-4.6%	2.4%	1.8%	i	2.4%	-9.0%
25	CCCCCCCCCCn1ccc(=N)cc1	-1.2%	11.0%	-0.6%	-63.8%[inhibitor][10 µM]	6.1%	-14.2%	22.3%	2.0%
26	CC1CN(CCC(=O)Nc2ccc3c(c2)OCO3)CC(C)O1 (configuration not stated)	1.6%	1.2%	1.2%	0.4%[10 µM]	-3.6%	-10.0%	9.0%	4.5%
27	CC(C)[C@H](NC(=O)c1ccccc1)C(=O)OCC(=O)NCCc1ccc(F)cc1	-0.6%	2.8%	-6.9%	4.9%[10 µM]	-1.1%	-14.5%	5.7%	-2.9%
28	CCOC(=O)c1oc2ccc(Br)cc2c1NC(=O)CN1CCN(C)CC1	-5.1%	-9.4%	5.0%	-39.8%[inhibitor]	0.1%	10.4%	.	-5.1%
29	Clc1ccc(-c2ccccc2)nn1	-1.3%	-10.3%	-1.8%	7.6%[10 µM]	-6.9%	-0.2%	0.5%	-7.0%
30	CCOC(=O)CCSc1cc(C)c2ccccc2n1	-3.9%	?	3.4%	-13.3%	-3.6%	i	4.5%[11.4 µM]	-13.1%

Continued, overlapping the part above by two compounds.
cpd	compound	TexasRed fluor	Tau fibril ThT	TRb SRC2 PPI	HTT ATP protect	Tau FP inhib	RECQ1 inh	L3MBTL1 inh	Tau fluor counter
29	Clc1ccc(-c2ccccc2)nn1	-1.3%	-10.3%	-1.8%	7.6%[10 µM]	-6.9%	-0.2%	0.5%	-7.0%
30	CCOC(=O)CCSc1cc(C)c2ccccc2n1	-3.9%	?	3.4%	-13.3%	-3.6%	i	4.5%[11.4 µM]	-13.1%
31	CCOc1ccccc1N1CCN(Cc2c(C)n(C)n(-c3ccccc3)c2=O)CC1	-1.2%	2.0%	-6.9%	10.0%	-2.2%	-3.2%	.	3.9%
32	CC(=O)c1ccc(N2CCN(S(=O)(=O)c3ccccc3)CC2)c(F)c1	-2.6%[53 µM]	-10.1%	-7.3%[53 µM]	24.0%[10 µM]	2.8%	i	1.1%	-7.3%
33	O=C(Nc1cccs1)Nc1c(F)c(F)c(F)c(F)c1F	2.6%	0.2%	-3.2%	21.2%[10 µM]	6.0%	0.8%	-0.9%	-12.4%
34	CC(C)OC(=O)c1ccc(Cn2nnc3ccccc3c2=O)cc1	-1.4%	-0.3%	-6.4%	14.9%	10.7%	-9.2%	.	-4.1%
35	Cc1ccc2c(c1)c1c(n2C)-c2[nH]ncc2CC1	-1.1%	?	-0.2%	-7.8%[10 µM]	5.2%	-1.8%	-6.5%	17.8µM*[quencher]
36	CCCN1CCN(CCCNC(=O)Cn2ncc3c4ccccc4n(C)c3c2=O)CC1	-1.1%	-0.4%	6.0%	-6.4%	-2.5%	-1.8%	-7.0%	-0.8%
37	COCCn1c(C)cc(C(=O)COc2cccnc2[N+](=O)[O-])c1C	5.9%	-8.1%	-27.6%	11.3%	-4.0%	-23.6%	.	-4.7%
38	Cc1ccc(C)c2[nH]c(=O)c(CN(CC3CCCO3)S(=O)(=O)c3ccc4c(c3)OCCO4)cc12 (configuration not stated)	-1.4%	-2.4%	-17.0%	-1.7%[10 µM]	-3.2%	-12.8%	13.0%	-11.8%
39	Cc1cc(C)c2c(n1)nn1c(NCCCn3ccnc3)cc(C)nc21	-3.5%	-7.8%	-1.8%	-1.2%	0.8%	-1.4%	.	1.6%
40	NC(N)=NCCC[C@H](NC(=O)OCc1ccccc1)C(=O)O	-1.7%	1.8%	-6.3%	.	-2.2%	-0.3%	1.1%	-6.6%
41	O=C(CN1CCCCCC1)NCC1CCCO1 (configuration not stated)	-9.4%	-15.5%	-3.0%	2.24µM*	3.3%	-19.0%	6.7%	-9.2%
42	Cc1ccc(-c2nn3c(C)nnc3s2)cc1NC(=O)c1ccc(-c2ccc(Cl)cc2Cl)o1	0.6%	-25.2%	-2.0%	-32.5%[inhibitor][0.074 µM]	4.9%	i	7.2%	7.2%
43	CC1CCC(C(=O)NNC(=O)c2cc(-c3ccco3)[nH]n2)CC1 (configuration not stated)	1.5%	?	4.0%	?	-4.2%	-1.6%	.	-11.7%
44	CCOC(=O)c1ccc2ncc3c(-c4ccccc4)nn(-c4ccc(F)c(Cl)c4)c3c2c1	-1.5%	-5.5%	-2.5%	.	2.2%	.	.	-2.6%
45	O=C(Cn1c(=O)oc2cc(S(=O)(=O)N3CCCC3)ccc21)NCc1ccc(F)cc1	0.5%&-1.1%	-2.6%&-9.2%	-1.8%&2.1%	-23.7%	-5.2%&-8.4%	-7.5%	.	-6.3%&-15.4%
46	CCOc1ccccc1NC(=O)c1nn(-c2ccc(OC)cc2)c(=O)c2c1c1ccccc1n2C	-0.6%	2.3%	-0.7%	.	-4.0%	.	.	-0.8%

Assay outcomes deposited in PubChem BioAssay by National Center for Advancing Translational Sciences (NCATS).
